Bioassay records (PubChem)
mIAP block = mouse IAP inhibition; inhibition, % at 10 µM; 330,000 tested, 0.2% active; AID 2806; purified mouse IAP, CDP-Star luminescence, 30 min;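 active = inhibition of at least 40% at 10 µM in the primary screen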;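 note: plate controls were DMSO with enzyme for no effect and no enzyme wells for full effect; values of inactives mirror those of a sister screen read the other way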
NALP3 yeast inh = blocks the NALP3 inflammasome reconstituted in yeast | Yeast reconstituted NLRP3/ASC/caspase-1, beta-gal luminescence, 24 h | inhibition, % at 10 µM | 330,000 tested, 0.39% active;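 active = inhibition of 50% or more; inactive = inhibition below 50%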;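 note: plate controls were induced DMSO wells for no effect and uninduced yeast grown without galactose for full effect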
hIAP inh = blocks human intestinal alkaline phosphatase; purified IAP, CDP-Star luminescence, 30 min; inhibition, % at 10 µM; 330,000 tested, 0.12% active; AID 2544;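 active = inhibition reaching a set limit with compound at 10 µM in the primary screen, cut at about 35% in these data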;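 note: plate controls were DMSO wells with enzyme for no effect and no-enzyme buffer wells for full effect; values of inactives mirror those of a sister screen read the other way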
Target sequence (P09923 whole entry, looked up): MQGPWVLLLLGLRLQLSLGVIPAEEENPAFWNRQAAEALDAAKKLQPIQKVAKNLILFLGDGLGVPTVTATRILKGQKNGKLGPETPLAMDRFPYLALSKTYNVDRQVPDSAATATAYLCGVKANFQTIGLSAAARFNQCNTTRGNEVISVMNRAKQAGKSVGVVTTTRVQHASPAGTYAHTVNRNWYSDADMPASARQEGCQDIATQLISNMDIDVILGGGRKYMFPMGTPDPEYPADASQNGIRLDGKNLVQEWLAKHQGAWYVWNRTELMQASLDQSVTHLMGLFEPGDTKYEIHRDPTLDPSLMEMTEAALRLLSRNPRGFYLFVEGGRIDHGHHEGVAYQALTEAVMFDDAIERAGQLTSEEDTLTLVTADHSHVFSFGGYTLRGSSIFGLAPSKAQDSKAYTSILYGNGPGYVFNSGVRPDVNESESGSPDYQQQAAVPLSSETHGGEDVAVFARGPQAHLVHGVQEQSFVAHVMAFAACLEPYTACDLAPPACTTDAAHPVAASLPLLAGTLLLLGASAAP
MIN6 prolif = MIN6 beta-cell proliferation induction; MIN6 cells proliferation, ATPlite luminescence, 48 h; cells starved in 0.2% serum; 100% = growth in 10% serum; proliferation, % at 10 µM; 330,000 tested, 0.29% active; AID 2380;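 active = compounds whose signal lies at least 3.5 SD above the mean of all wells on their plate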;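 note: 0% = DMSO-treated cells in low-serum medium and 100% = 10% serum control; some compounds called inactive have numbers as strong as hits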
APOBEC3A inh = human APOBEC3A DNA deaminase inhibition. P31941. inhibition, % at 20 µM. 330,000 tested, 0.41% active. recombinant A3A, FAM/TAMRA ssDNA deamination fluorescence;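 active = at least 40% inhibition at 20 µM here, with at most 30% in a related deaminase screen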;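 note: plate controls were A3A with DMSO for no effect and wells lacking A3A enzyme for full effect; some results filed as inactive read as strong as hits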
Target sequence (P31941 whole entry, looked up): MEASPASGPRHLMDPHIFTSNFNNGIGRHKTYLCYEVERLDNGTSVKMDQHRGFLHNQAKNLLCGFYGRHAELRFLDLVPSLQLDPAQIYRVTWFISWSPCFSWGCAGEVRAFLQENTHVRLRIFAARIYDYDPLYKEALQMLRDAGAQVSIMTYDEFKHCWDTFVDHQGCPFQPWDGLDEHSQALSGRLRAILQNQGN
TIM10 inh = inhibits growth of TIM10 yeast strain; S. cerevisiae TIM10 strain growth, BacTiter-Glo luminescence, 24 h; inhibition, % at 10 µM; 330,000 tested, 1.4% active;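 active = inhibition of 40% or more at the single tested concentration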;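 note: wild-type TIM10 isogenic control strain grown at permissive 25 °C; 0% = DMSO yeast wells and 100% = minimal medium wells without yeast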
tim10-1 inh = growth inhibitors of tim10-1 mutant yeast; inhibition, % at 20 µM; S. cerevisiae tim10-1 ts strain growth, BacTiter-Glo, 24 h; 330,000 tested, 2.2% active;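 active = inhibition of at least 40%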;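 note: mutant grown at 25 °C; 0% = DMSO wells with yeast and 100% = wells holding no yeast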
A3G deaminase = blocks human APOBEC3G single-stranded DNA deamination. 330,000 tested, 0.28% active. Q9HC16. recombinant A3G, ssDNA deamination FAM/TAMRA fluorescence. inhibition, % at 20 µM;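 active = inhibition of at least 40% at 20 µM, with no more than 30% in the related APOBEC3A deaminase screen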;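 note: plate controls were DMSO wells with A3G for no effect and wells lacking A3G enzyme for full effect; some compounds called inactive have numbers as strong as hits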
Target sequence (Q9HC16 whole entry, looked up): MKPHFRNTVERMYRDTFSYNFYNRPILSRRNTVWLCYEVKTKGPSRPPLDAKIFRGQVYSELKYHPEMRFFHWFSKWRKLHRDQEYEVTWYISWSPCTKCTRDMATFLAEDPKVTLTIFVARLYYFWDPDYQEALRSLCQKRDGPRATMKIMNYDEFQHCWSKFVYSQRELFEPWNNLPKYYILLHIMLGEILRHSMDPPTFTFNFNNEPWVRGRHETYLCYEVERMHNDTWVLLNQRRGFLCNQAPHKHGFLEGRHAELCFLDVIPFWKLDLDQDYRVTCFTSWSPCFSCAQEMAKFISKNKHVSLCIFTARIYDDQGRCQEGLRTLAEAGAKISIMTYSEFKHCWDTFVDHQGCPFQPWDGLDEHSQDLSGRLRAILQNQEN
mIAP activ = mouse IAP activation; activation factor at 10 µM; muIAP, CDP-Star luminescence, 30 min; stronger effect = higher value; 1 = vehicle-only enzyme signal, 0 = enzyme-free wells; 330,000 tested, 0.24% active; AID 2805;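 active = activation factor of at least 2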; note: the source names both 10 and 20 µM as test concentration; values of inactives mirror those of a sister screen read the other way
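System: Mouse IAP enzyme | Also added: CDP-Star substrate | Dosing: Compounds dispensed in DMSO | Schedule: 30 min enzyme-substrate-compound incubation at room temperature | Technique: Chemiluminescence readout | Control set: DMSO-only wells and no-enzyme negative control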
Active calls of the source: *. Hits appear at their usual frequency; overall some 4.6% were active at least once.

For CCOC(=O)c1cccc(NC(=O)CCc2nnc3ccc(N4CCOCC4)nn23)c1 the results were mIAP block 3, NALP3 yeast inh 4, hIAP inh 0, MIN6 prolif 5, APOBEC3A inh -2, TIM10 inh -4, tim10-1 inh 0, A3G deaminase -5 and mIAP activ 0.97.
COc1ccc(Oc2cccc(Cl)c2CNC(=O)CSCC(=O)O)cc1 was read as mIAP block 6, NALP3 yeast inh 14, hIAP inh 14, MIN6 prolif 2, APOBEC3A inh 4, TIM10 inh -17, tim10-1 inh 7, A3G deaminase 10 and mIAP activ 0.94.
CCc1nnc(NC(=O)CSc2nnc(-c3ccco3)n2CCOC)s1 was read as mIAP block 0, NALP3 yeast inh 17, hIAP inh 5, MIN6 prolif 0, APOBEC3A inh 2, TIM10 inh -3, tim10-1 inh 14, A3G deaminase 1 and mIAP activ 1.
Screening COCCn1c(SCC(=O)/C=C2\N(C)c3ccccc3C2(C)C)nnc1-c1ccncc1 returned mIAP block -2, NALP3 yeast inh 8, hIAP inh 11, MIN6 prolif -6, APOBEC3A inh 3, TIM10 inh 22, tim10-1 inh 29, A3G deaminase -8 and mIAP activ 1.
For Cc1cc2cc(CN(Cc3ccco3)C(=O)C3CCCCC3)c(=O)[nH]c2cc1C the results were mIAP block 4, NALP3 yeast inh -1, hIAP inh 9, MIN6 prolif 0, APOBEC3A inh 6, TIM10 inh -1, tim10-1 inh -5, A3G deaminase 0 and mIAP activ 0.96.
Screening Nc1nonc1-c1nc2ccccc2n1CC(=O)N/N=C/c1ccc(-c2ccccc2C(=O)O)o1 returned mIAP block 21, NALP3 yeast inh 11, hIAP inh -16, MIN6 prolif -1, APOBEC3A inh 24, TIM10 inh 8, tim10-1 inh 15, A3G deaminase 6 and mIAP activ 0.79.
`COc1cccc(NC(=O)COC(=O)/C=C/c2c(C)nn(-c3ccccc3)c2C)c1` gave mIAP block -12, NALP3 yeast inh 14, hIAP inh 18, MIN6 prolif -5, APOBEC3A inh -4, TIM10 inh 28, tim10-1 inh 35, A3G deaminase -5 and mIAP activ 1.1.
For Cc1cc(C)cc(NC(=O)CSc2nc(N)c(NC(=O)c3cccs3)c(=O)[nH]2)c1 the results were mIAP block 0, NALP3 yeast inh -6, hIAP inh 3, MIN6 prolif 0, APOBEC3A inh -5, TIM10 inh -10, tim10-1 inh 7, A3G deaminase -5 and mIAP activ 1.
Screening O=C(NCCc1ccccc1)NC1CCCCC1 returned mIAP block 7, NALP3 yeast inh 5, hIAP inh 5, MIN6 prolif 0, APOBEC3A inh -3, TIM10 inh 9, tim10-1 inh 6, A3G deaminase -8 and mIAP activ 0.93.
Screening Cc1cc(C)c(C(=O)NNC(=O)c2cccnc2)c(C)c1 returned mIAP block 12, NALP3 yeast inh 8, hIAP inh 19, MIN6 prolif 0, APOBEC3A inh 3, TIM10 inh -11, tim10-1 inh 11, A3G deaminase -4 and mIAP activ 0.88.
For O=C(CN(Cc1ccccc1)S(=O)(=O)c1ccc(S(=O)(=O)N2CCOCC2)cc1)Nc1ccccc1 the results were mIAP block 8, NALP3 yeast inh -1, hIAP inh 7, MIN6 prolif 1, APOBEC3A inh 2, TIM10 inh 1, tim10-1 inh -5, A3G deaminase 0 and mIAP activ 0.92.
Screening CCN(CC)C(=O)COc1cc(C)cc2oc(=O)cc(-c3ccccc3)c12 returned mIAP block -5, NALP3 yeast inh 23, hIAP inh 6, MIN6 prolif 5, APOBEC3A inh -4, TIM10 inh 29, tim10-1 inh 19, A3G deaminase -4 and mIAP activ 1.
CCCn1cc(S(=O)(=O)c2ccc(OC)cc2)c(=O)c2cc(OCC)ccc21 was read as mIAP block 4, NALP3 yeast inh 12, hIAP inh 8, MIN6 prolif 6, APOBEC3A inh -2, TIM10 inh 17, tim10-1 inh 21, A3G deaminase -6 and mIAP activ 0.96.
C#C[C@]1(O)CC[C@H]2[C@@H]3CCC4=CC(=O)CC[C@@H]4[C@H]3CC[C@@]21C was read as mIAP block -1, NALP3 yeast inh 25, hIAP inh 23, MIN6 prolif -2, APOBEC3A inh 0, TIM10 inh 1, tim10-1 inh 18, A3G deaminase -8 and mIAP activ 1.
Screening Cc1ccc(F)cc1NC(=O)CSc1ncccn1 returned mIAP block -13, NALP3 yeast inh 14, hIAP inh 0, MIN6 prolif 0, APOBEC3A inh 2, TIM10 inh 4, tim10-1 inh -3, A3G deaminase -1 and mIAP activ 1.1.
`CCCCN(C(=O)c1nn(C)c(=O)c2ccccc12)c1c(N)n(CC(C)C)c(=O)[nH]c1=O` gave mIAP block -1, NALP3 yeast inh 1, hIAP inh 5, MIN6 prolif 5, APOBEC3A inh 1, TIM10 inh -4, tim10-1 inh -8, A3G deaminase -4 and mIAP activ 1.
Screening O=C(c1ccccc1Cl)N1CCNCC1 returned mIAP block 5, NALP3 yeast inh 10, hIAP inh 15, MIN6 prolif -1, APOBEC3A inh 14, TIM10 inh -13, tim10-1 inh -9, A3G deaminase -5 and mIAP activ 0.95.
For Cc1ccc(-n2c(SCC(=O)NCC3CCCO3)nnc2-c2ccoc2C)cc1 (stereo not given) the results were mIAP block 2, NALP3 yeast inh 2, hIAP inh 4, MIN6 prolif -2, APOBEC3A inh -1, TIM10 inh 12, tim10-1 inh 15, A3G deaminase -4 and mIAP activ 0.98.
`OC1NC(=S)N(c2ccccc2)C1O` (stereo not given) gave mIAP block 7, NALP3 yeast inh -9, hIAP inh -3, MIN6 prolif -2, APOBEC3A inh 3, TIM10 inh 11, tim10-1 inh 9, A3G deaminase -10 and mIAP activ 0.93.
Screening Cc1ccc(S(=O)(=O)N(C)CC(=O)Nc2cc(C)ccn2)cc1 returned mIAP block 0, NALP3 yeast inh 3, hIAP inh 4, MIN6 prolif -2, APOBEC3A inh -1, TIM10 inh -3, tim10-1 inh -15, A3G deaminase -6 and mIAP activ 1.
Screening CNC(=O)c1c[nH]n2c(=O)c(Cc3ccccc3F)c(C)nc12 returned mIAP block 6, NALP3 yeast inh 11, hIAP inh -8, MIN6 prolif -3, APOBEC3A inh -1, TIM10 inh 9, tim10-1 inh 1, A3G deaminase -1 and mIAP activ 0.94.
For Cc1cc(C)n2nc(SCCCC(=O)c3ccc(F)cc3)nc2n1 the results were mIAP block -4, NALP3 yeast inh 24, hIAP inh 14, MIN6 prolif 2, APOBEC3A inh 4, TIM10 inh -2, tim10-1 inh 10, A3G deaminase -9 and mIAP activ 1.
`COC(=O)CSc1cccc2c1C(=O)CC2c1ccccc1` (stereo not given) gave mIAP block 0, NALP3 yeast inh 15, hIAP inh 9, MIN6 prolif -3, APOBEC3A inh 2, TIM10 inh 3, tim10-1 inh 26, A3G deaminase -3 and mIAP activ 1.
Screening O=C(CCn1cccc1)Nc1nccs1 returned mIAP block 3, NALP3 yeast inh 8, hIAP inh -8, MIN6 prolif 3, APOBEC3A inh -6, TIM10 inh 5, tim10-1 inh 6, A3G deaminase -4 and mIAP activ 0.97.
COCC(=O)Nc1ccc(S(=O)(=O)NCCc2ccccc2)cc1 was read as mIAP block 13, NALP3 yeast inh -4, hIAP inh -2, MIN6 prolif 1, APOBEC3A inh -3, TIM10 inh -5, tim10-1 inh 11, A3G deaminase -7 and mIAP activ 0.87.
Screening CCOC(=O)c1c(C)[nH]c(C)c1C(=O)COC(=O)c1nc2nccc(C)n2n1 returned mIAP block -4, NALP3 yeast inh 2, hIAP inh 13, MIN6 prolif -5, APOBEC3A inh -4, TIM10 inh -8, tim10-1 inh 4, A3G deaminase -1 and mIAP activ 1.
Screening CN1CCN(c2ccc(NC(=S)NC(=O)c3cccc4ccccc34)cc2)CC1 returned mIAP block 11, NALP3 yeast inh 24, hIAP inh 16, MIN6 prolif -5, APOBEC3A inh -2, TIM10 inh 3, tim10-1 inh -3, A3G deaminase -2 and mIAP activ 0.89.
`O=C(N/N=C/c1c(Nc2cccc(C(F)(F)F)c2)nc2ccccn2c1=O)c1ccccc1[N+](=O)[O-]` gave mIAP block 1, NALP3 yeast inh 6, hIAP inh 11, MIN6 prolif 0, APOBEC3A inh 1, TIM10 inh 12, tim10-1 inh 6, A3G deaminase -4 and mIAP activ 0.99.
COc1ccc(CNC(=O)[C@H](C)NC(=O)C2CCN(S(=O)(=O)c3ccccc3)CC2)cc1 was read as mIAP block -2, NALP3 yeast inh 22, hIAP inh 28, MIN6 prolif 2, APOBEC3A inh 1, TIM10 inh 12, tim10-1 inh -3, A3G deaminase 7 and mIAP activ 1.
`O=C(CN1CCN(S(=O)(=O)c2ccc(F)cc2)CC1)Nc1ccc(Cl)c(C(F)(F)F)c1` gave mIAP block -21, NALP3 yeast inh 4, hIAP inh -23, MIN6 prolif -5, APOBEC3A inh -2, TIM10 inh 15, tim10-1 inh 44*, A3G deaminase -1 and mIAP activ 1.2.
`COc1ccccc1S(=O)(=O)Nc1ccc2cn[nH]c2c1` gave mIAP block 4, NALP3 yeast inh 6, hIAP inh -6, MIN6 prolif 2, APOBEC3A inh 1, TIM10 inh 9, tim10-1 inh 17, A3G deaminase 0 and mIAP activ 0.96.
For Cn1c(=O)c2c(nc(SCC(=O)NCc3ccc4c(c3)OCO4)n2Cc2ccccc2)n(C)c1=O the results were mIAP block -2, NALP3 yeast inh -8, hIAP inh -9, MIN6 prolif -1, APOBEC3A inh -3, TIM10 inh -5, tim10-1 inh 12, A3G deaminase -2 and mIAP activ 1.
Screening COc1ccc(C(=O)CSc2nnc(C3CCCCC3)n2N)c(OC)c1 returned mIAP block 8, NALP3 yeast inh 25, hIAP inh -7, MIN6 prolif -1, APOBEC3A inh 0, TIM10 inh -2, tim10-1 inh 17, A3G deaminase -3 and mIAP activ 0.92.
For Cc1ccc(-c2nc(SCC(=O)NCC3CCCO3)c(-c3ccc(Cl)cc3)[nH]2)cc1 (stereo not given) the results were mIAP block -15, NALP3 yeast inh 4, hIAP inh -8, MIN6 prolif -3, APOBEC3A inh -2, TIM10 inh -1, tim10-1 inh 1, A3G deaminase -1 and mIAP activ 1.1.
Screening Cc1ccc(NC(=O)CN2C(=O)S/C(=C\c3ccccn3)C2=O)cc1 returned mIAP block 7, NALP3 yeast inh 11, hIAP inh 9, MIN6 prolif 3, APOBEC3A inh 0, TIM10 inh -8, tim10-1 inh -6, A3G deaminase -4 and mIAP activ 0.93.
Screening CCOC(=O)/C(=C/Nc1ccccc1)[N+](=O)[O-] returned mIAP block -4, NALP3 yeast inh 3, hIAP inh -4, MIN6 prolif -3, APOBEC3A inh -3, TIM10 inh -13, tim10-1 inh -4, A3G deaminase -1 and mIAP activ 1.
`CC(C)(C)OC(=O)NCCc1nnc(SCC(=O)Nc2cccc(Cl)c2)o1` gave mIAP block -7, NALP3 yeast inh 6, hIAP inh 6, MIN6 prolif 2, APOBEC3A inh 0, TIM10 inh -2, tim10-1 inh 9, A3G deaminase -4 and mIAP activ 1.1.
`CC1(O)c2ccccc2C(=O)N1CCc1ccccc1F` (stereo not given) gave mIAP block -3, NALP3 yeast inh 16, hIAP inh 1, MIN6 prolif -2, APOBEC3A inh -4, TIM10 inh 2, tim10-1 inh 15, A3G deaminase -9 and mIAP activ 1.
For CC(=O)N1CCN(C(=O)c2ccc(OC3CCN(CCc4ccccc4)CC3)cc2)CC1 the results were mIAP block 5, NALP3 yeast inh 15, hIAP inh 2, MIN6 prolif 0, APOBEC3A inh 0, TIM10 inh -3, tim10-1 inh 0, A3G deaminase -6 and mIAP activ 0.95.
Screening COc1cc(/C=N/n2c(C)n[nH]c2=S)ccc1OCc1ccc(F)cc1 returned mIAP block 3, NALP3 yeast inh 8, hIAP inh 7, MIN6 prolif -1, APOBEC3A inh 0, TIM10 inh 7, tim10-1 inh 18, A3G deaminase 4 and mIAP activ 0.97.
